Bioassay records as filed in PubChem BioAssay.
N370S GC mod: N370S glucocerebrosidase modulation, Gaucher chaperone candidate; N370S GC spleen homogenate, 4MU-glucoside fluorescence; Potency, µM (top dose mostly 59.4 µM), without a hit: at the top dose activity change, negative = inhibition, most hits filed as inhibitors; P04062; hit rate 0.092% among 330,000;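 note: 0% = full enzyme activity and -100% = no enzyme basal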
FEN1 inhibitor: inhibitors of human flap endonuclease 1. P39748. Recombinant FEN1 flap cleavage, fluorescence, 15 min. Potency, µM (doses to about 114 µM), for inactives: at the highest dose activity change, negative = inhibition, usual class: inhibitors. AID 588795. hit rate 0.35% among 390,000; note: nearly all actives have a fitted effect of over 65% in size
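Nuclease activity of 10 nM FEN1 was measured after 15 min of room-temperature exposure to titrated compounds, by adding 50 nM flap substrate and reading plates at 0 and 15 min.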
KAT2A inh: inhibitors of human GCN5L2 histone acetyltransferase; Q92830; GCN5L2 HAT assay, ThioGlo1 CoA-SH fluorescence; Potency, µM (highest dose often 58.9 µM), for the others: top-dose activity change, negative = inhibition, most hits filed as inhibitors; hit rate 0.21% among 390,000
Target sequence (Q92830 whole entry, looked up): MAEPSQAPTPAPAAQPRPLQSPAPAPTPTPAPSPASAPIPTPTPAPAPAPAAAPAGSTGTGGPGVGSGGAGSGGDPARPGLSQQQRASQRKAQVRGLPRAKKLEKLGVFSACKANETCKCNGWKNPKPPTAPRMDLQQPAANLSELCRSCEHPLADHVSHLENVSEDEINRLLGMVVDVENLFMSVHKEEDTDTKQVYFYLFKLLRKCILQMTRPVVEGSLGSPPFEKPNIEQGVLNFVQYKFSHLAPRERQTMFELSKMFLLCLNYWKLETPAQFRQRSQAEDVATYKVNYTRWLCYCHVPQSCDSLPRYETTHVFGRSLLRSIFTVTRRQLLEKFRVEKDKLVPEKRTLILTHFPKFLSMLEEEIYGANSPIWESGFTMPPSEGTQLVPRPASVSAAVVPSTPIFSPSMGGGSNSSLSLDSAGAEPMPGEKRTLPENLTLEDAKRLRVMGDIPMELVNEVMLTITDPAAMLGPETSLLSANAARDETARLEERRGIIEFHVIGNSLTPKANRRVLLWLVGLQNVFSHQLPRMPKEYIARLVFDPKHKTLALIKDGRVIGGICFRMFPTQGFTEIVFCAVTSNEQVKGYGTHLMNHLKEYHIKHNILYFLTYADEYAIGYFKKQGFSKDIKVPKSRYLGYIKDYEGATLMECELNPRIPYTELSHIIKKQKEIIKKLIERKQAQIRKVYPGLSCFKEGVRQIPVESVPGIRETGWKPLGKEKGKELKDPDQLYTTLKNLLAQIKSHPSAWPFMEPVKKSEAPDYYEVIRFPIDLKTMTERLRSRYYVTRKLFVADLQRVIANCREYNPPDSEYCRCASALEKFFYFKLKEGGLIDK
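Titration-based screen in which CoA formation is detected via maleimide probe ThioGlo1 (50uM) turning fluorescent on thiol reaction; substrates H3(1-25) 75uM and acetyl-CoA 70uM, GCN5L2 20nM, 20 min incubation at room temperature.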
* = called active by the depositor; ? = inconclusive; / = no result given; & = joins results of further samples; [ ] = remark or other dose. Calls come from the whole dose curve; as a rule, active = well fitted curve in the direction sought with a large enough effect; inconclusive = small, poorly fitted or top-dose-only effect, or another doubt; inactive = no such curve, though single readings can be large; an effect the other way counts as inactive or inconclusive. Unless noted, % is set by controls: 0 for no effect and ±100 for the full control effect; potency is the fitted concentration of half-maximal effect.

N370S GC mod,FEN1 inhibitor,KAT2A inh,compound
/,-3%,-5%,Cc1cc(C)cc(NC(=O)C(CC(C)C)NC(=O)C2CCCCC2)c1 (stereo not drawn)
-4%,-11%,-4%,c1cnc2c(Oc3ncnc4sccc34)cccc2c1
-9%,-17%,-6%,COC(=O)c1ccc(-n2c(C)cc(C(=O)CSc3ccc(NC(C)=O)cc3)c2C)cc1
-6%,0%,-10%,CC1CCc2nc(NC(=O)c3ccc(N4C(=O)CCC4=O)cc3)sc2C1 (stereo not drawn)
2%,-3%,-5%,COc1cccc(NC(=O)C2Cc3ccccc3CN2C(=O)c2ccco2)c1 (stereo not drawn)
-1%,-23%,-5%,COc1ccc(COC(=O)c2c(C)nn(-c3ccccc3)c2Cl)cc1
-8%,1%,1%,CN(C(=O)c1ccc2c(c1)CCN2S(C)(=O)=O)c1ccccc1
24%,-1%,2%,O=C(OCC(=O)N1CCN(c2ccccc2)CC1)c1cccc(Cl)c1
/,-3%,-5%,Cc1nn(-c2ccc(F)cc2)c(-n2cccc2)c1C(=O)NCCCN1CCN(c2ccccc2F)CC1
-21%,8%,0%,CC(=O)Nc1cc(C(=O)N2CCc3ccccc3C2)ccc1Sc1ccc(F)cc1
3%,-10%,-12%,CCC1CCCCN1C(=O)COc1c(Br)cc(Br)c2cccnc12 (stereo not drawn)
4%,-1%,-3%,O=C(NNC(=O)C12CC3CC(CC(O)(C3)C1)C2)c1csc(N2CCOCC2)n1
/,2%,1%,CC(=O)N1CCc2cc(CNC(=O)Cc3ccc(F)cc3)ccc21
/,4%,-1%,CCOc1ccc(S(=O)(=O)c2cn(C)c3ccccc3c2=O)cc1
11%,-1%,-10%,COc1ccc(CNC(=S)Nc2ccc(-c3ccccc3)cc2)cc1
-2%,1%,-4%,Cc1nn(-c2ccccc2)c(C)c1N
4%,20%,-1%,CCN1CCN(C(=O)/C(C#N)=C/c2ccc(OC(F)F)cc2)CC1
-11%,-3%,-12%,Cc1ccc(NC(=O)Cn2ncc3c([nH]c4ccccc43)c2=O)cc1Cl
/,-5%,-5%,O=C(CCCn1c(=O)c2sccc2n(Cc2cccc(Cl)c2)c1=O)NCc1ccc2c(c1)OCO2
/,16%,-13%,O=C(CSc1nc(-c2ccco2)nc2cc(=O)[nH]n12)Nc1ccc(F)cc1
-1%,-3%,/,CC(=O)C(C)Oc1ncn(-c2ccccc2)n1 (stereo not drawn)
0%[136 µM],/,-9%[135 µM],CC(=O)N1CC[C@@H]2CC(=O)C[C@@H](C)[C@@H]21
-11%,8%,0%,CC(=O)Cc1nsc(NC(=O)c2ccc(-c3ccc(Cl)cc3Cl)o2)n1
12%,-3%,1%,Cc1cc(NC(=O)c2ccc(C)c([N+](=O)[O-])c2)no1
-5%,17%,-2%,CSCC[C@H](N)C(=O)N1CCC(C(=O)N[C@H](C)C(=O)NC(C)c2ccccc2)CC1 (stereo partly drawn)
7%,-3%,-7%,O=C(O)/C=C/C(=O)NNc1ccc([N+](=O)[O-])cc1
?,0%,-10%,Cc1ccccc1NC(=S)N(CCN(C)C)C(C)c1ccccn1 (stereo not drawn)
/,1%,2%,COc1ccc(CC(=O)OCC(=O)c2ccc(F)cc2)cc1
2%,13%,1%,c1ccc(-n2nnnc2Sc2n[nH]c(-c3ccncc3)n2)cc1
-1%,-8%,0%,CC(=O)Nc1ccc(S(=O)(=O)NCc2nc(-c3ccccc3C)no2)cc1
/,-2%,-2%,CCc1ccc(NC(=O)CCS(=O)(=O)c2cc3c(cc2Cl)NC(=O)CO3)cc1
6%,-4%,-1%,COc1nc2c(c(-c3cc(Br)cs3)c1C#N)Cc1ccccc1-2
-3%,-12%,6%,Cc1cccc(NC(=O)CSCC(=O)NCc2ccco2)c1
21%,-16%,-8%,COc1ccc(CC(=O)Nc2nc(-c3ccc(F)c(F)c3)cs2)cc1
-4%,/,-5%,COc1ccc(O[C@H]2C=C[C@@H](c3ccccc3)O[C@@H]2COC(=O)CC/C(C)=N/O[C@@H](C)c2cc(-c3c(C)cc(C)cc3C)no2)cc1
/,-1%,-1%,N#Cc1ccccc1OCC(=O)NNC(=O)CCNC(=O)c1ccccc1
25%,-2%,5%,Cn1c(=O)c(Oc2cc(Cl)cc(Cl)c2)nc2ccccc21
1%,2%,-3%,COC(=O)c1ccc2c(=O)[nH]c(CSc3nc(C)cs3)nc2c1
1%,1%,-4%,COc1ccc(OC)c(-c2csc3nnc(SCC(=O)Nc4ccc(NC(C)=O)cc4)n23)c1
-15%,-1%,-1%,CCOC(=O)C1CCN(C(=O)Nc2ccc(NC(=O)C3CCN(C(=O)OCC)CC3)cc2)CC1
/,5%,-4%,CCCc1nn2c(=O)cc(COC(=O)C3CCCCC3)nc2s1
9%,-19%,3%,COc1cc(C(=O)NCC(C)(C)CNC(=O)c2cc(OC)c(OC)c(OC)c2)cc(OC)c1OC
1%,-4%,-7%,Cc1ccc(-c2cc(C(F)(F)F)c(C#N)c(=O)[nH]2)cc1
-21%,-9%,-2%,O=C(NN1C(=O)C2C3C=CC(C4CC34)C2C1=O)c1ccccc1Cl (stereo not drawn)
/,-15%,-6%,COc1ccc(F)cc1S(=O)(=O)NCCc1sc2nc(-c3ccc(F)cc3)nn2c1C
/,-21%,-12%,COc1cc2nc(SCC(=O)Nc3cccc(C)c3)n3nc(CCn4c(C)nc5ccccc54)nc3c2cc1OC
0%,-9%,-13%,COc1ccccc1C(=O)Nc1nc(-c2cccs2)c(NC(C)=O)s1
-6%,-3%,16%,COc1ccc(NC(=O)Nc2nnc(Cc3ccc(F)cc3)s2)cc1
-2%,15%,-6%,O=C(CCc1nc2ccccc2c(=O)[nH]1)Nc1ccc(F)c([N+](=O)[O-])c1
6%,-22%,-23%,O=[N+]([O-])c1cc(-c2ccc(/C=N/c3nc4ccccn4c3-c3ccco3)o2)ccc1Cl
/,-17%,-5%,COc1ccc(-c2sc3ccccc3c2C#Cc2cncn2C)cc1
1%,-8%,-1%,CCOc1ccccc1NC(=O)COC(=O)CC(NC(N)=O)c1ccc(Cl)cc1 (stereo not drawn)
/,-4%,-4%,CCOC(=O)N1CCN(c2ncc3c(n2)CC(c2ccc(Cl)cc2)CC3=O)CC1 (stereo not drawn)
6%,7%,?,O=C(/C=C/c1c(Cl)cccc1Cl)NCCc1ccccc1
8%,2%,-15%,CCOC(=O)c1sc(NC(=O)CSc2nnc(-c3ccc(OC)cc3)n2CCOC)nc1C
30%,-12%,-13%,CCc1ccc(NC(=O)CSc2nc3ccsc3c(=O)n2CCC(=O)O)cc1
-7%,2%,-20%,c1ccc(-n2cc(CNCCc3cscn3)c(-c3ccc4c(c3)OCO4)n2)cc1
/,2%,2%,COC(=O)c1ccc(CN(Cc2ccc(OC)c(OC)c2)S(=O)(=O)c2cc(C(=O)Nc3cccc(C)c3)ccc2F)cc1
-11%,-11%,-7%,CN(CCNC(=O)C1CC(=O)N(c2ccc(F)c(Cl)c2)C1)Cc1ccccc1 (stereo not drawn)
4%,-7%,2%,O=C(c1ccc(S(=O)(=O)Cc2cc(F)ccc2F)c([N+](=O)[O-])c1)N1CCCCC1

Among those listed so far, these contain an aryl thioether with sulfur outside any ring.
N370S GC mod,FEN1 inhibitor,KAT2A inh,compound
-9%,-17%,-6%,COC(=O)c1ccc(-n2c(C)cc(C(=O)CSc3ccc(NC(C)=O)cc3)c2C)cc1
-21%,8%,0%,CC(=O)Nc1cc(C(=O)N2CCc3ccccc3C2)ccc1Sc1ccc(F)cc1
/,16%,-13%,O=C(CSc1nc(-c2ccco2)nc2cc(=O)[nH]n12)Nc1ccc(F)cc1
2%,13%,1%,c1ccc(-n2nnnc2Sc2n[nH]c(-c3ccncc3)n2)cc1
1%,2%,-3%,COC(=O)c1ccc2c(=O)[nH]c(CSc3nc(C)cs3)nc2c1
1%,1%,-4%,COc1ccc(OC)c(-c2csc3nnc(SCC(=O)Nc4ccc(NC(C)=O)cc4)n23)c1
/,-21%,-12%,COc1cc2nc(SCC(=O)Nc3cccc(C)c3)n3nc(CCn4c(C)nc5ccccc54)nc3c2cc1OC
8%,2%,-15%,CCOC(=O)c1sc(NC(=O)CSc2nnc(-c3ccc(OC)cc3)n2CCOC)nc1C
30%,-12%,-13%,CCc1ccc(NC(=O)CSc2nc3ccsc3c(=O)n2CCC(=O)O)cc1

(more compounds)
N370S GC mod,FEN1 inhibitor,KAT2A inh,compound
4%,14%,-5%,COc1cccc(OC)c1C(=O)N1CCN(Cc2ccccc2C)CC1
-13%,23%,-2%,COc1ccc(S(=O)(=O)NC2CCCC2)c(OC)c1
1%,2%,-6%,COc1ccc(C(O)(CCN2CCOCC2)c2ccccc2)cc1 (stereo not drawn)
5%,-7%,-13%,Cc1cccc(Sc2c([N+](=O)[O-])ncn2C)c1
11%,4%,3%,O=C(NC(c1ccccc1)c1ccccc1)C1(c2cccs2)CCOCC1
-10%,-14%,-11%,CCOc1cc(C(c2c(C)[nH][nH]c2=O)c2c(C)[nH][nH]c2=O)ccc1OS(=O)(=O)c1ccc(C)cc1
-4%,8%,-9%,Cn1c(=O)[nH]c(=O)c2c1nc(N1CCOCC1)n2CC(O)COc1ccccc1 (stereo not drawn)
/,9%,-2%,COc1ccccc1C1CC(=O)NC(C)=C1C(=O)OC1CCCCCC1 (stereo not drawn)
-3%,24%,-7%,NS(=O)(=O)c1ccc(CCNCC(=O)NCc2ccccc2Cl)cc1
19%,3%,30%,O=S1(=O)CCC(NC(=S)N2CCCCCC2)C1 (stereo not drawn)
1%,-14%,1%,Cc1ccc(/C(N)=N/OC(=O)c2ccc(F)cc2)cc1
-2%,-3%,-6%,O=C(CNc1ccccc1F)Nc1cccc2ccccc12
-5%,-6%&-3%,-18%&0%,COCCNC(=O)CCCN1C(=O)c2ccccc2Sc2ncccc21
/,14%,-7%,Cc1oc(-c2cccc(Cl)c2)nc1CSc1nncn2c1cc1occc12
-3%,-5%,-1%,CN1CCN(c2c(/C=N/O)c3ccccc3n2C)CC1
5%,4%,-10%,Cc1ccc(C(=O)NCCNc2ccc([N+](=O)[O-])cc2C(F)(F)F)cc1
/,-4%,-1%,CC1=C(C(=O)Nc2ccc(C)cc2C)C(c2ccc([N+](=O)[O-])cc2)n2ncc(C(=O)Nc3ccc(F)cc3)c2N1 (stereo not drawn)
-27%,-2%,-5%,O=C(C1COc2ccccc2O1)N1CCN(S(=O)(=O)c2ccccc2)CC1 (stereo not drawn)
-17%,3%,-2%,CCO[C@@H]1OC(C(=O)N2CCN(Cc3ccccc3)CC2)=C[C@H](c2csc3ccccc23)[C@H]1CCCO
-18%,21%,-29%,COc1ccc(Cl)cc1NC(=O)Nc1cc(C)on1
/,-4%,0%,CC[C@@]1(C(=O)OC)N[C@H](CN(C)C(=O)c2ccccc2)[C@@H]2C(=O)N(C)C(=O)[C@@H]21
0%,17%,1%,CC(C)CC(=O)N1CCN(C(=O)c2ccc(F)cc2)CC1
2%,-5%,6%,CCC(C)Nc1nc2ccccc2n2c(C)nnc12 (stereo not drawn)
/,10%,9%,N#CC1=C(N)N(c2cccc(Cl)c2)C2=C(C(=O)CCC2)C1c1cc(CN2CCOCC2)cs1 (stereo not drawn)
0%,-6%,-4%,CC1(C(=O)OCC(=O)Nc2ncc(Cl)cc2Cl)CC1(Cl)Cl (stereo not drawn)
-4%,-16%,-16%,O=Cc1sc(Nc2ccccc2)nc1Cl
0%,5%,-3%,O=C1c2ccccc2NC(c2ccccc2O)N1c1ccc(F)cc1 (stereo not drawn)
/,10%,-8%,CCOC(=O)CC(NC(=O)c1cc2c(=O)n3cccc(C)c3nc2s1)c1ccc(OCC)c(OC)c1 (stereo not drawn)
-2%,8%,2%,Cc1nc2ccccc2n1CC(O)COC1CCCCC1 (stereo not drawn)
9%,13%,-8%,O=C(Nc1ccccc1N1CCN(C(=O)c2ccc(Cl)cc2)CC1)c1ccc(Br)cc1
-2%,-1%,25%,Cc1ccc(C)c(NC(=O)CCCCCCCCCCC2COCCO2)c1 (stereo not drawn)
-1%,-17%,4%,CCOC(=O)N1c2ccccc2Sc2ccccc21
?,-20%,-21%,O=C(NCc1ccco1)c1cccc(Nc2nc3ccc(Br)cc3[nH]2)c1
-2%,8%,0%,COc1ccc(-n2nc(C(=O)NCC(=O)N3CCCC3)c3ccccc3c2=O)cc1Cl
9%,-1%,-6%,CS(=O)(=O)Nc1ccccc1C(=O)NCCSCc1ccccc1
-7%,17%,-1%,COc1ccc(C(=O)NCCc2nnc3ccc(SCC(=O)NCCc4ccc(OC)c(OC)c4)nn23)cc1
2%,1%,-5%,CC1(C)CCCC2=C1CC1C(=O)N(Cc3cccnc3)C(=O)C1C2 (stereo not drawn)
-2%,1%,-1%,CCC1=C(c2ccc(C)cc2)S(=O)(=O)N=C1N1CCC(C(=O)NCCCN2CCCCC2C)CC1 (stereo not drawn)
/,-4%,-5%,CCOc1ccc(NC(=O)NCCc2c(C)nn(C)c2C)cc1

Some entries already given, limited to FEN1 inhibitor and KAT2A inh:
molecule	FEN1 inhibitor	KAT2A inh
Cc1ccc(C)c(NC(=O)CCCCCCCCCCC2COCCO2)c1 (stereo not drawn)	-1%	25%
CCOc1ccc(NC(=O)NCCc2c(C)nn(C)c2C)cc1	-4%	-5%
CCOC(=O)N1c2ccccc2Sc2ccccc21	-17%	4%
COc1ccc(-n2nc(C(=O)NCC(=O)N3CCCC3)c3ccccc3c2=O)cc1Cl	8%	0%
